Screening data from PubChem BioAssay.
mIAP block: inhibitors of mouse IAP, primary screen, biochemical, luminescence, uHTS. intestinal alkaline phosphatase [Mus musculus]. purified mouse IAP, CDP-Star luminescence, 30 min. inhibition, % at 10 µM. hit rate 0.2% among 330,000. AID 2806, 2010;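 active = inhibition of at least 40% at 10 µM in the primary screen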;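 note: plate controls were DMSO with enzyme for no effect and no enzyme wells for full effect; values of inactives mirror those of a sister screen read the other way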
NALP3 yeast inh: NALP3 inflammasome inhibitors in reconstituted yeast, primary screen, luminescence, uHTS | Yeast reconstituted NLRP3/ASC/caspase-1, beta-gal luminescence, 24 h | inhibition, % at 10 µM | hit rate 0.39% among 330,000;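 active = inhibition of 50% or more; inactive = inhibition below 50%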;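 note: plate controls were induced DMSO wells for no effect and uninduced yeast grown without galactose for full effect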
APOBEC3A inh: APOBEC3A ssDNA deaminase inhibitors, primary screen, selectivity assay for APOBEC3G inhibitor project, biochemical, FAM/TAMRA oligo cleavage fluorescence; hit rate 0.41% among 330,000; AID 493011, 2011; recombinant A3A, FAM/TAMRA ssDNA deamination fluorescence; DNA dC->dU-editing enzyme APOBEC-3A (Homo sapiens), P31941; inhibition, % at 20 µM;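 active = at least 40% inhibition at 20 µM here, with at most 30% in a related deaminase screen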;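 note: plate controls were A3A with DMSO for no effect and wells lacking A3A enzyme for full effect; some results filed as inactive read as strong as hits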
Target sequence (P31941 whole entry, looked up): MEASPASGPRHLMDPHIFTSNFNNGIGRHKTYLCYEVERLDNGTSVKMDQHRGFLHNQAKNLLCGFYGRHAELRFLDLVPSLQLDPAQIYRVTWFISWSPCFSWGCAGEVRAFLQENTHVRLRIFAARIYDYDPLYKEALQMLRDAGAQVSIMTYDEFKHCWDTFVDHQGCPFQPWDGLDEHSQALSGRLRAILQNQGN
TIM10 inh: growth inhibitors of isogenic TIM10 control yeast, primary screen, counter-screen for tim10-1 yeast inhibitor project, luminescence, uHTS; S. cerevisiae TIM10 strain growth, BacTiter-Glo luminescence, 24 h; inhibition, % at 10 µM; hit rate 1.4% among 330,000;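 active = inhibition of 40% or more at the single tested concentration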;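 note: wild-type TIM10 isogenic control strain grown at permissive 25 °C; 0% = DMSO yeast wells and 100% = minimal medium wells without yeast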
hIAP inh: human IAP inhibitors, primary screen, biochemical, luminescence, uHTS; Intestinal-type alkaline phosphatase (Homo sapiens), P09923; purified IAP, CDP-Star luminescence, 30 min; inhibition, % at 10 µM; hit rate 0.12% among 330,000;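 active = inhibition reaching a set limit with compound at 10 µM in the primary screen, cut at about 35% in these data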;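 note: plate controls were DMSO wells with enzyme for no effect and no-enzyme buffer wells for full effect; values of inactives mirror those of a sister screen read the other way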
Target sequence (P09923 whole entry, looked up): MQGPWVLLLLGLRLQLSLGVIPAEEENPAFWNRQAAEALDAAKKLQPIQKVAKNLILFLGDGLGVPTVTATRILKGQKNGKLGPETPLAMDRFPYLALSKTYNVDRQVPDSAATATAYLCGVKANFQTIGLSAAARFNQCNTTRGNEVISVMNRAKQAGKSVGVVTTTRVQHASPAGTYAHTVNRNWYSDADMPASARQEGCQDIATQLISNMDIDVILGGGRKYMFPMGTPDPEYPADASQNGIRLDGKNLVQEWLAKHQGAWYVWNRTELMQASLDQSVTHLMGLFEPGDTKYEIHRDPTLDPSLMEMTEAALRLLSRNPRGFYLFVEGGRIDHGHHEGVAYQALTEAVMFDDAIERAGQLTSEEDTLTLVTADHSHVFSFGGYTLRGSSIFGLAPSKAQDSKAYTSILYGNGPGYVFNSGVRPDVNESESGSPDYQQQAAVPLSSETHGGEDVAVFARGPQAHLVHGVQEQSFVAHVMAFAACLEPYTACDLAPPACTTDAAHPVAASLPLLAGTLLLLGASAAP
beta cell repl: inducers of MIN6 beta-cell proliferation, primary screen, ATP luminescence, uHTS; AID 2380, 2010; MIN6 cells proliferation, ATPlite luminescence, 48 h; cells starved in 0.2% serum; 100% = growth in 10% serum; proliferation, % at 10 µM; hit rate 0.29% among 330,000;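 active = compounds whose signal lies at least 3.5 SD above the mean of all wells on their plate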;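 note: 0% = DMSO-treated cells in low-serum medium and 100% = 10% serum control; some compounds called inactive have numbers as strong as hits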
mIAP act: activators of mouse IAP, primary screen, biochemical, luminescence, uHTS; intestinal alkaline phosphatase [Mus musculus]; muIAP, CDP-Star luminescence, 30 min; stronger effect = higher value; 1 = vehicle-only enzyme signal, 0 = enzyme-free wells; activation factor at 10 µM; hit rate 0.24% among 330,000;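 active = activation factor of at least 2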; note: the source names both 10 and 20 µM as test concentration; values of inactives mirror those of a sister screen read the other way
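System: Mouse IAP enzyme | Also added: CDP-Star substrate | Dosing: Compounds dispensed in DMSO | Schedule: 30 min enzyme-substrate-compound incubation at room temperature | Technique: Chemiluminescence readout | Control set: DMSO-only wells and no-enzyme negative control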
APOBEC3G inh: APOBEC3G DNA deaminase inhibitors, primary screen, biochemical, fluorescence, single-stranded DNA substrate, uHTS. inhibition, % at 20 µM. hit rate 0.28% among 330,000. DNA dC->dU-editing enzyme APOBEC-3G (Homo sapiens), Q9HC16. recombinant A3G, ssDNA deamination FAM/TAMRA fluorescence;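 active = inhibition of at least 40% at 20 µM, with no more than 30% in the related APOBEC3A deaminase screen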;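 note: plate controls were DMSO wells with A3G for no effect and wells lacking A3G enzyme for full effect; some compounds called inactive have numbers as strong as hits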
tim10-1 inh: growth inhibitors of tim10-1 mutant yeast, primary screen, luminescence, uHTS; S. cerevisiae tim10-1 ts strain growth, BacTiter-Glo, 24 h; AID 463190, 2010; hit rate 2.2% among 330,000; inhibition, % at 20 µM;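 active = inhibition of at least 40%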;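 note: mutant grown at 25 °C; 0% = DMSO wells with yeast and 100% = wells holding no yeast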
Starred values were filed as active, the others as inactive.

SMILES	mIAP block	NALP3 yeast inh	APOBEC3A inh	TIM10 inh	hIAP inh	beta cell repl	mIAP act	APOBEC3G inh	tim10-1 inh
CCCCCc1nc2ccccc2c(=O)n1N	8	-1	-2	9	-2	-2	0.92	-9	9
O=C1N[C@@H](c2ccccc2)COC(=O)[C@H](Cc2ccc(F)cc2)CC/C=C/C[C@H]1CC(=O)N(CCO)Cc1ccccc1	-28	2	-3	7	-15	-4	1.3	-6	15
CC1(C)Cc2c(sc3ncn4nc(CCC(=O)O)c(=O)nc4c23)CO1	1	7	-2	6	5	0	0.99	1	1
COc1cccc(/C=N/NC(=O)CCCC(=O)Nc2ccc(Br)cc2)c1	6	14	0	7	-12	0	0.94	1	-6
COC(=O)c1c(N)c(C#N)c2n1CCCCC2	4	2	3	13	-4	-2	0.96	0	18
CCOc1ccccc1C(=O)Nc1nn[nH]n1	3	17	2	5	-4	2	0.97	-1	-2
COc1ccccc1C(=O)Nc1ccc(S(=O)(=O)N2CCCCC2)cc1	-8	8	-3	26	-20	-1	1.1	-5	48*
CCCS(=O)(=O)N1CCCC(C(=O)N2CCN(c3ccccn3)CC2)C1 (stereo not given)	-2	1	-3	-7	-2	-1	1	-4	0
CCc1cc(-c2n[nH]c(C)c2Oc2ccc(C(C)C)cc2)c(O)cc1O	-6	-3	4	18	-66	-6	1.1	5	6
O=C(COC(=O)c1ccc(S(=O)(=O)N2CCCC2)cc1)Nc1cccc(Cl)c1	-15	29	1	-2	-7	1	1.1	2	8
COc1ccc(-c2cc(C(=O)Nc3cccc(C(C)=O)c3)no2)cc1	-9	24	3	-4	-12	-1	1.1	2	-1
O=C(COC(=O)CCc1nc2ccccc2n1-c1ccccc1)Nc1ccc(N2CCCCC2)cc1	-4	15	-4	3	-6	-1	1	-8	7
Cc1c(-c2ccccc2)nc2ccccc2c1C(=O)Nc1ccncc1	1	15	-1	-1	16	4	0.99	-2	5
Cc1cc(-c2nc(C)c(C(=O)NNC(=O)NC(C)C)s2)no1	-3	12	1	-7	1	-4	1	-2	-6
O=C(CN1C(=O)S/C(=C\c2ccccc2)C1=O)Nc1cc([N+](=O)[O-])ccc1O	16	21	-5	-4	-32	-1	0.84	-3	16
COc1cc(C(=O)N/N=C(\C)c2ccc3c(c2)OCO3)cc(OC)c1OC	2	18	-1	4	9	-4	0.98	-1	12
CCC[n+]1c(C)sc2c(OC)ccc(OC)c21	-10	14	44*	5	0	-6	1.1	19	23
O=C(NCCNC1CCCCC1)c1ccco1	-1	10	0	11	2	-2	1	-5	-9
CCOc1ccc(N2C(=O)C3Sc4[nH]c(=O)sc4C(/C=C/c4ccccc4)C3C2=O)cc1 (stereo not given)	10	11	-7	28	-17	-2	0.9	-8	33
Cc1ccc(C(=O)NC(=S)Nc2cccc(-c3nc4ccccc4s3)c2)cc1	9	2	-1	-26	4	-3	0.91	-2	-7
CC(=O)Nc1ccc(OCC(O)CN2C(C)(C)CC(O)CC2(C)C)cc1 (stereo not given)	4	5	-2	-7	-5	0	0.96	-10	7
COc1ccc(CNC(=O)CCNS(=O)(=O)c2ccc(Br)s2)cc1	-6	2	0	17	8	2	1.1	-6	-8
CCCCN(Cc1ccccc1)C(=O)C1CCN(S(=O)(=O)c2c(C)noc2C)CC1	1	4	0	17	2	0	0.99	-3	12
Cc1nn(C)cc1S(=O)(=O)N1CCN(Cc2ccc(F)cc2Cl)CC1	4	5	-2	-5	-4	1	0.96	-6	22
Cc1ccccc1NC(=O)CSc1nc(N)c(C#N)cc1C#N	6	12	3	-2	19	0	0.94	-10	12
Cc1ccc(-n2nnc(-c3cnc4ccccc4c3)n2)cc1	-1	24	0	30	1	-3	1	-11	-13
CC(C)CCNC(=O)C(c1ccco1)N(Cc1ccc(F)cc1)C(=O)c1snc(C(N)=O)c1N (stereo not given)	4	3	3	21	9	-3	0.96	-3	29
CCCCOc1ccc(CSCCN)cc1Cl	10	67*	-4	5	-3	-5	0.9	-8	-3
COCCN1C=C2C(=O)C(C)(OC(=O)c3cccs3)C(=O)C=C2C=C1CCCC(=O)OC (stereo not given)	-2	12	1	-11	0	3	1	11	-11
O=C(CCc1nnc2ccc(NCc3ccco3)nn12)N1CCN(c2ccccc2)CC1	-4	6	-1	6	-4	-3	1	-4	-4
CCN(CC)S(=O)(=O)N1CCN(S(=O)(=O)N2CCOCC2)CC1	-5	-2	0	5	2	0	1.1	-4	-11
CC(C)(C)NC(=O)COC(=O)c1nsc(Cl)c1Cl	-5	2	-1	0	-9	-4	1	-2	15
COc1ccc(CN(Cc2nc3ccccc3c(=O)[nH]2)C(=O)C(C)(C)C)cc1	-12	1	-2	29	-2	0	1.1	-7	40
COc1ccc(NC(=O)c2ccc(-c3csc(C)n3)cc2)cc1	17	22	-5	7	0	-2	0.83	-5	13
OC(CNCC1COc2ccccc2O1)COc1ccc(Cl)cc1 (stereo not given)	1	32	-5	8	-9	-1	0.99	-6	-24
O=C(CCN1C(=O)C2CC=CCC2C1=O)Nc1ccc(S(=O)(=O)N2CCCCC2)cc1 (stereo not given)	4	1	-2	8	3	-1	0.96	-10	10
COc1ccc(C(CNC(=O)c2ccc(-c3cccc(C(F)(F)F)c3)o2)N2CCOCC2)cc1 (stereo not given)	13	9	3	27	-8	-7	0.87	-9	38
Cc1ccc(C)c2nc(SCC(=O)NCc3cccs3)c(C#N)cc12	-6	15	-3	-5	7	-1	1.1	0	-5
C/C(=N\Nc1nc2ccccc2[nH]1)c1ccc([N+](=O)[O-])cc1	16	21	-7	-112	-8	0	0.84	-5	-5
O=C(COC(=O)c1ccc2c(c1)OCO2)Nc1ccccc1OC(F)F	2	14	-3	4	0	0	0.98	-6	4
CC1(C)CC(NC(=O)C2CCCCC2C(=O)O)CC(C)(C)N1 (stereo not given)	3	-4	-1	-21	-11	0	0.97	-6	23
O=C(CCCN1C(=O)/C(=C/c2ccccc2Cl)SC1=S)N1CCCC1	13	22	1	30	-21	-4	0.87	0	32
CCOC(=O)c1c(-c2ccc(OC)c(OC)c2)csc1NC(=O)C1CCCO1 (stereo not given)	5	5	1	37	12	5	0.95	-13	17
O=C(COc1ccccc1F)Nc1ccccc1C(=O)NC1CC1	5	13	2	3	9	1	0.95	-7	18
CCOC(=O)c1c(C)oc2ccc(NS(=O)(=O)c3ccc(C(=O)O)cc3)cc12	3	12	2	6	5	0	0.97	-2	24
CC(Oc1ccccc1)C(=O)Nc1cccc([N+](=O)[O-])c1 (stereo not given)	0	18	0	13	12	-2	1	-6	8
COc1ccc(Cc2c(N)nc(N)nc2N)cc1	-2	5	-3	7	-2	1	1	-6	20
O=C(Cn1c(=O)c2cccn2c2cccnc21)NCCCN1CCN(c2ccc(F)cc2)CC1	4	9	-5	-12	-26	3	0.96	-10	17

An excerpt of these results, comma-delimited:
SMILES,mIAP block,NALP3 yeast inh,APOBEC3A inh,TIM10 inh,hIAP inh,beta cell repl,mIAP act,APOBEC3G inh,tim10-1 inh
Cc1ccc(C)c2nc(SCC(=O)NCc3cccs3)c(C#N)cc12,-6,15,-3,-5,7,-1,1.1,0,-5
C/C(=N\Nc1nc2ccccc2[nH]1)c1ccc([N+](=O)[O-])cc1,16,21,-7,-112,-8,0,0.84,-5,-5
O=C(COC(=O)c1ccc2c(c1)OCO2)Nc1ccccc1OC(F)F,2,14,-3,4,0,0,0.98,-6,4
CC1(C)CC(NC(=O)C2CCCCC2C(=O)O)CC(C)(C)N1 (stereo not given),3,-4,-1,-21,-11,0,0.97,-6,23
O=C(CCCN1C(=O)/C(=C/c2ccccc2Cl)SC1=S)N1CCCC1,13,22,1,30,-21,-4,0.87,0,32
CCOC(=O)c1c(-c2ccc(OC)c(OC)c2)csc1NC(=O)C1CCCO1 (stereo not given),5,5,1,37,12,5,0.95,-13,17
O=C(COc1ccccc1F)Nc1ccccc1C(=O)NC1CC1,5,13,2,3,9,1,0.95,-7,18
CCOC(=O)c1c(C)oc2ccc(NS(=O)(=O)c3ccc(C(=O)O)cc3)cc12,3,12,2,6,5,0,0.97,-2,24
CC(Oc1ccccc1)C(=O)Nc1cccc([N+](=O)[O-])c1 (stereo not given),0,18,0,13,12,-2,1,-6,8
COc1ccc(Cc2c(N)nc(N)nc2N)cc1,-2,5,-3,7,-2,1,1,-6,20
O=C(Cn1c(=O)c2cccn2c2cccnc21)NCCCN1CCN(c2ccc(F)cc2)CC1,4,9,-5,-12,-26,3,0.96,-10,17

Additional records:
SMILES	mIAP block	NALP3 yeast inh	APOBEC3A inh	TIM10 inh	hIAP inh	beta cell repl	mIAP act	APOBEC3G inh	tim10-1 inh
CC(C)c1nnc(NC(=O)CCC(=O)NCC2CCCO2)s1 (stereo not given)	-1	-3	-2	6	13	-1	1	-5	5
O=C(NCCCN1CCOCC1)c1cc(-c2ccccc2F)no1	7	7	-3	-5	1	3	0.93	-1	12
Cc1sc(NC(=O)CSc2nnnn2C2CCCC2)c(C#N)c1C	2	9	2	-11	-18	-3	0.98	2	-10
O=C(Nc1ccon1)c1cccc(Cl)c1	4	-2	3	-9	14	0	0.96	-5	7
O=C(NC1CCCCC1)NC1CC2CCC(C1)N2Cc1nnnn1Cc1ccc2c(c1)OCO2 (stereo not given)	-21	21	2	-9	10	-1	1.2	2	12
N#CCN1C(=O)NC2(CCCc3sccc32)C1=O (stereo not given)	11	11	-1	1	2	-1	0.89	-7	-6
CN(c1ccc(C(=O)NCCc2ccccc2)cc1)S(C)(=O)=O	6	15	3	-16	9	-4	0.94	-3	14
COc1ccc(NC(=O)c2cnn(-c3ccccc3)c2C)cc1OC	8	18	1	0	11	0	0.92	-1	-12
O=C(c1ccccc1)c1cnc(-c2ccc(Cl)cc2)s1	0	8	1	-1	0	-2	1	1	17
COc1ccc(C)cc1S(=O)(=O)N1CCC2(CC1)OCCN2S(=O)(=O)c1cccs1	6	10	-1	7	-10	5	0.94	-11	13
COC(=O)N[C@H](CC(C)=O)c1cccc(C(F)(F)F)c1	5	4	-2	7	-20	-1	0.95	-4	5
